ROMK primary – human ROMK K+ channel modulation, primary screen | AID 1918 | 130,000 tested, 2% active | P48048 | B-score at 10 µM | Tet-inducible ROMK, thallium flux fluorescence; actives lie on both sides;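 active = signal ratio slope over the read window, or its plate-corrected B-score, at least 3 SD from the plate mean, either direction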;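 note: B-score of the F/F0 ratio slope over 7 to 12 s after thallium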
Target sequence (P48048 whole entry, looked up): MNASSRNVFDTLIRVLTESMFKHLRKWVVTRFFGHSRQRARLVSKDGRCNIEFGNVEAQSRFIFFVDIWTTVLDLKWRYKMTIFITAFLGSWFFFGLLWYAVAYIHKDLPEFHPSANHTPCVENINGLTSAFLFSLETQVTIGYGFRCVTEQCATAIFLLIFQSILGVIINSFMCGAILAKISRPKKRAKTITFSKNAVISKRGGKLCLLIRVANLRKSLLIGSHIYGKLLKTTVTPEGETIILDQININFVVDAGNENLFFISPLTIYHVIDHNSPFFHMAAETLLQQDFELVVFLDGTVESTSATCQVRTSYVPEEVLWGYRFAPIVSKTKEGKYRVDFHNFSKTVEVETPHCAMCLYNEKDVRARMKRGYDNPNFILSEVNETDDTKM
TNAP act hiacc – activators of human TNAP at high phosphate acceptor concentration. P05186. purified TNAP, CDP-star luminescence, 1 M DEA, 30 min; hits give high values; 0 = EDTA background, 1 = DMSO-only activity. activation factor at 20 µM. 200,000 tested, under 10 active. AID 1136;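 active = activation factor at least 2 at 20 µM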
Target sequence (P05186 whole entry, looked up): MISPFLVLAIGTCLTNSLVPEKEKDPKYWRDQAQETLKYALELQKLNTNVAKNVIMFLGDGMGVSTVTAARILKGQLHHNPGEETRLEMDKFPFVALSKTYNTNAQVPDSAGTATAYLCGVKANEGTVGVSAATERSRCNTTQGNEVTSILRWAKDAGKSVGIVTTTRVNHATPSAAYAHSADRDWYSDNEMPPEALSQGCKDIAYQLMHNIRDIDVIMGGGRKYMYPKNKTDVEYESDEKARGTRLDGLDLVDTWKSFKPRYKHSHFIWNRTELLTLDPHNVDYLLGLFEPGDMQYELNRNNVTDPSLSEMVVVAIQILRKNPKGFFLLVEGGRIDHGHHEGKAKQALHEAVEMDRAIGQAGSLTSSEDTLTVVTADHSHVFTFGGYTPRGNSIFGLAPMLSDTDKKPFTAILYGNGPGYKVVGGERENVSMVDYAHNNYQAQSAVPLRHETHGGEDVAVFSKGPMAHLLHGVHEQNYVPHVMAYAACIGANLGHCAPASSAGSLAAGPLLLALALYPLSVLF
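Measured by: Luminescent substrate turnover signal | Test system: Human TNAP | Input: TNAP 1/800 final | Dosing: 20 µM single point | Schedule: 30 min, room temperature | Controls: EDTA wells as negative control, DMSO wells as positive control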
PPARg SRC-2 ag – promotes SRC-2 coactivator recruitment by human PPARgamma; P37231; PPARgamma LBD-SRC-2 recruitment, biochemical; activation, % at 8 µM; 200,000 tested, 0.34% active; in the data active = activation above about 22%;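 note: 0% = vehicle and 100% = reference agonist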
STAT3 activator – activators of IL-6 induced STAT3 signaling. 190,000 tested, 0.91% active. activation (% of control), % at 5.6 µM. U3A cells, IL-6 STAT3-luciferase reporter, luminescence; 100% = signal with IL-6 EC80 alone;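 active = activation above the screen-wide mean of compound activation plus 3 SD, cut at about 130% in these data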;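 note: 0% = background luminescence of wells with medium and substrate only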
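Detection: reporter luminescence signal / Assay system: STAT1-lacking human U3A cells, STAT3 luciferase reporter / Incubation: compound pre-incubation 1 h before IL-6, then 6 h stimulation at 37 °C / Control set: IL-6-only high control / Read-out: % activation relative to IL-6 control / Probe or stimulus: Interleukin-6, 33 ng/mL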
bIAP inhibitor – blocks bovine intestinal alkaline phosphatase activity. AID 1019. 190,000 tested, under 10 active. purified bovine IAP, CDP-star luminescence, 30 min. inhibition, % at 20 µM;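 active = over 50% inhibition of intestinal alkaline phosphatase at 20 µM in the single-dose screen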
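Incubation: 30 min reaction at room temperature / Material: purified bovine intestinal alkaline phosphatase (IAP) enzyme / Input: enzyme at 1/65,000,000 dilution / Dosing: 20 µM single dose / Signal: CDP-star luminescence signal / Reagent: CDP-star chemiluminescent phosphatase substrate, 30 µM final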
PPARg SRC-3 ag – PPARgamma-driven SRC-3 recruitment agonism; P37231; biochemical PPARgamma/SRC-3 coactivator recruitment assay; activation, % at 8 µM; 200,000 tested, 0.26% active; AID 731; in the data active = activation above about 23%;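 note: 0% = DMSO and 100% = reference agonist; some compounds past the cut are filed as inactive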
bIAP activator – increases bovine intestinal alkaline phosphatase activity; 200,000 tested, 0.17% active; purified bovine IAP, CDP-star luminescence, 30 min; hits give high values; fold of DMSO-control signal, blank-subtracted; activation factor at 20 µM;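 active = activation factor of 2 or more at 20 µM, a signal rise over negative controls twice the positive control's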
SRC2 TRFRET art – flags TR-FRET format artefacts in PPARgamma SRC-2 recruitment agonist screen; TR-FRET artefact counter-screen; hits give high values; TR-FRET ratio at 8 µM; 200,000 tested, 0.4% active; in the data active = TR-FRET ratio above about 2000; note: inactives centre near 1500
PPARg SRC1 recr – agonists of human PPARgamma SRC-1 coactivator recruitment; P37231; activation, % at 8 µM; 200,000 tested, 0.41% active; AID 631; PPARgamma-SRC-1 coactivator recruitment biochemical assay; in the data active = activation above about 19%;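 note: 0% = DMSO and 100% = reference agonist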
STAT3 inh – reduces IL-6 driven STAT3 reporter signal. inhibition, % at 5.5 µM. U3A cells, IL-6 STAT3-luciferase reporter, luminescence; host cell line lacks STAT1. 190,000 tested, 0.89% active;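 active = inhibition above the mean inhibition across all screened compounds plus 3 SD, cut at about 44% in these data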;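 note: 0% = DMSO only wells and 100% = 100 µM nifuroxazide control wells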
STAT1 inh – reduces IFN-gamma driven STAT1 reporter signal; NIH 3T3 STAT1-luciferase reporter, luminescence; inhibition, % at 5.5 µM; 200,000 tested, 0.35% active;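 active = inhibition above a set limit, the mean inhibition across all tested compounds plus 3 SD, cut at about 34% in these data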;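 note: 0% = IFN-gamma with DMSO and 100% = IFN-gamma with 300 µM nifuroxazide; values of inactives mirror those of a sister screen read the other way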
Numbers without * were called inactive; nt = not tested or not shown.

Sequence of screens: ROMK primary	TNAP act hiacc	PPARg SRC-2 ag	STAT3 activator	bIAP inhibitor	PPARg SRC-3 ag	bIAP activator	SRC2 TRFRET art	PPARg SRC1 recr	STAT3 inh	STAT1 inh
> CCN1CCN(c2cc(C)c3cc(NC(=O)c4cccnc4Cl)ccc3n2)CC1
 : nt	1	2	98	-3	-7	1	1431	1	10	-1
> O=C(COc1ccccc1[N+](=O)[O-])N(Cc1ccccc1)c1ccccn1
 : -0.19	1	4	104	4	1	1	1473	5	0	-7
> Cc1csc(NC(=O)c2c(-c3c(Cl)cccc3Cl)noc2C)n1
 : -1.6	1	5	100	7	6	0.9	1725	5	0	-1
> CCOc1ccc(C(=O)O)cc1OC
 : -0.47	1	9	106	-7	-7	1.1	1588	5	-3	1
> CC1CCC2C(=O)N(c3ccc(C(=O)Oc4cccc5cccnc45)cc3)C(=O)C2C1 (centres undefined)
 : nt	1.1	3	98	-1	1	1	1674	3	2	-6
> CN1CCN(C2=Cc3cc(Cl)ccc3Sc3cc(F)ccc32)CC1
 : 0.038	1	7	83	-12	3	1.1	1345	0	23	1
> CCCn1c2c(c(O)c(C(=O)Nc3nc4ccccc4s3)c1=O)CCCC2
 : -0.34	1	11	112	-4	-2	1	1678	11	-8	-2
> COc1cc2c(cc1OC)C1=C(C#N)CC/C(=N\S(=O)(=O)c3cccc(Cl)c3)N1CC2
 : nt	1	4	121	-6	3	1.1	1794	3	-20	3
> COCCCn1cnnc1SCC(=O)Nc1ccc(S(=O)(=O)N2CCCC2)cc1
 : -1.7	1.1	-1	104	16	-2	0.8	1457	-6	-1	2
> COc1ccc(N2C(=O)CC(N(Cc3ccc(S(N)(=O)=O)cc3)C(C)=O)C2=O)cc1 (centres undefined)
 : 0.99	1	4	102	2	1	1	1445	-2	-2	2
> CCCOc1cccc(C(=O)Nc2cccnc2)c1
 : -0.34	1.1	4	95	14	2	0.9	1769	7	11	-3
> Cc1nn(CC2CCCCC2)c(N)c1-c1ccccc1
 : -0.13	1.1	5	101	8	-10	0.9	1376	4	5	-15
> COc1ccc2ccccc2c1CNCc1ccccn1
 : 0.19	1.1	6	104	6	-1	0.9	1567	7	-5	-24
> Cc1ccc(Nc2nc(-c3sc(NC(=O)c4ccco4)nc3C)cs2)cc1
 : nt	1	-1	135*	-2	3	1	1488	-8	-34	-11
> CCCCNC(=O)c1cc2c(=O)n3cccc(C)c3nc2n(CCN2CCOCC2)c1=N
 : -0.25	1	-7	97	9	1	0.9	1419	-3	8	6
> CC(NC(=O)CCSc1nc(-c2ccc3c(c2)OCO3)cc(C(F)(F)F)n1)c1ccccc1 (centres undefined)
 : nt	1	1	89	6	5	0.9	1561	7	16	9
> CC(=O)N(Cc1cccs1)Cc1cc2cc(C)c(C)cc2nc1Cl
 : nt	1.1	2	93	-1	3	1	1714	8	10	4
> O=C(Nc1nc2c(s1)CCCC2)c1ccc(S(=O)(=O)N2CCCc3ccccc32)cc1
 : 0.93	1	1	90	8	-2	0.9	1681	3	10	4
> Cc1cc(C)nc(-n2nc(C)c3c(C)c(C)c(C)nc32)n1
 : 1.8	1	-6	110	6	-10	0.9	1547	-1	-14	8
> O=C(NCN1CCN(c2ccccc2F)CC1)c1ccccc1
 : nt	1	13	116	-1	21	1	1730	12	-12	12
> COc1ccc(NC(=O)c2ccc(-c3ccc([N+](=O)[O-])cc3)o2)cc1
 : -0.42	1	-2	98	-3	-2	1	1506	-1	4	-8
> CCOC(=O)N1CCN(C(=O)Cn2nc(-c3ccc(Cl)cc3)ccc2=O)CC1
 : 1.4	1	0	103	-4	-2	1	1738	7	0	-5
> Cc1ccc(-n2c(=O)c3ccccc3n(CC(=O)C(C)(C)C)c2=O)cc1
 : -0.0084	1	2	93	-10	0	1.1	1511	6	9	12
> CC(=O)c1c(N2CCOCC2)nc(=S)n(-c2ccc([N+](=O)[O-])cc2)c1C
 : 0.072	1	1	96	12	1	0.9	1547	3	12	-7
> Cc1nc(NS(=O)(=O)c2ccccc2)sc1NC(=O)OCCN(C)C
 : 0.83	1	6	97	-2	10	1	1772	-4	8	5
> COc1ccc2c(CCNC(=O)Nc3ccccc3)c[nH]c2c1
 : 0.49	1.1	-5	93	6	-2	0.9	1543	5	12	1
> O=C(NCc1ccco1)c1ccccc1NS(=O)(=O)c1ccc(Cl)s1
 : 0.085	1	-5	94	-1	3	1	1481	1	7	6
> COc1ccc(-n2c(N)c(C(=O)NCc3ccco3)c3nc4ccccc4nc32)cc1
 : nt	1	-5	83	-11	-2	1.1	1608	1	24	-4
> O=C(CCN1CCN(C(=O)c2ccco2)CC1)Nc1ccc(F)cc1
 : 0.39	1	7	100	1	6	1	1478	6	4	0
> O=C1C(=O)N(Cc2cccnc2)C(c2ccccn2)/C1=C(/O)c1ccc(F)cc1 (centres undefined)
 : 0.67	1	-3	100	5	-6	1	1489	5	5	-5
> O=C(CCSCc1ccc(Cl)cc1)NCc1cccnc1
 : -0.59	1.1	5	105	13	7	0.9	1636	2	6	-8
> O=C(CCc1nc(-c2ccccc2F)no1)NCc1ccco1
 : nt	1.1	-5	105	9	-3	0.9	1404	-4	-2	-4
> Cc1nnc(NC(=O)CSc2nc3ccccc3[nH]2)s1
 : 0.13	1	17	94	-25	3	1.2	1601	4	11	-4
> CCOC(=O)c1cc2sc(C)cc2n1C(C)C(=O)OCC (centres undefined)
 : nt	1	5	102	2	-7	1	1406	-2	3	2
> CNC(=O)CSc1nnc(-c2ccco2)n1-c1ccc(C)cc1
 : nt	1	10	108	13	-4	0.9	1388	2	-8	-2
> CC(C)CN1CCNC(=O)C1CC(=O)N(C)CC1CCOCC1 (centres undefined)
 : -0.002	1.1	-4	100	-24	-1	1.2	1611	-3	4	-4
> CSc1ccccc1C(=O)Nc1ccccc1C(=O)N1CCCC1
 : 0.31	1	6	100	-11	-1	1.1	1770	-2	6	3
> CCOc1ccccc1NC(=O)CSc1nnc2ccc(-c3ccncc3)nn12
 : 0.27	1	0	100	0	2	1	1786	9	10	1
> O=S(=O)(NCc1ccccc1)c1cccc(S(=O)(=O)N2CCOCC2)c1
 : -0.18	1	1	101	10	-4	0.9	1359	-2	5	-2
> Cc1ccc(N2CCN(/N=C/c3ccncc3)CC2)cc1
 : -1.3	1.1	5	76	-4	-2	1	1647	-6	33	12
> COc1ccc(Cc2noc(CN3CCN(Cc4csc(C)n4)CC3)n2)cc1OC
 : 0.066	1	-3	103	9	-2	0.9	1685	8	1	8
> CN(NC(=O)c1ccccc1)C1=NS(=O)(=O)c2ccccc21
 : 0.84	1	0	95	10	7	0.9	1496	12	8	4
> CCOc1ccc(N/N=C(/C#N)C(N)=O)cc1
 : nt	1	10	93	17	14	0.8	1797	9	19	3
> CC1=C(C)/C(=N\OS(=O)(=O)c2ccc(C)cc2)C=CC1=O
 : -1.2	1	6	112	-32	1	1.3	1622	0	-10	2
> CCC(C)(C)NC(=O)C(c1cccc(OC)c1OC)N(CC(C)C)C(=O)CCC(=O)Nc1cc(C)on1 (centres undefined)
 : -1.2	1	7	106	-2	-1	1	1579	-2	0	1
> COc1ccc(OC)c([C@@H]2OCCC=C[C@H]2C)c1
 : 0.9	1	2	101	7	2	0.9	1507	5	-4	0
> CC(=O)Nc1cccc(C(=O)NCC2(N3CCCCC3)CCCCC2)c1
 : 1.9	1	6	109	-12	1	1.1	1821	11	-1	16
> COc1ccc(NC(=O)c2ccccc2NC(=O)CSc2ccccc2)cc1
 : nt	1	8	105	7	6	0.9	1562	-3	-10	-6
> O=C(NCc1cccc(C(F)(F)F)c1)c1cccc(S(=O)(=O)NCc2ccccc2)c1
 : nt	1	8	106	20	-1	0.8	1548	4	-5	-11
> Cc1ccccc1Cn1nc(C)c(NC(=O)c2cc3n(n2)C(C(F)F)CC(C(F)F)N3)c1C (centres undefined)
 : nt	1	9	96	-6	0	1.1	1363	2	7	3
> S=c1[nH]nc(-c2ccccc2Cl)n1Cc1ccccc1
 : -0.31	1	5	104	8	6	0.9	1597	0	-3	-2
> O=C(COC(=O)C1CCN(C(=O)c2ccc(Cl)cc2)CC1)NC1CCS(=O)(=O)C1 (centres undefined)
 : -0.24	1	-5	96	0	2	1	1530	5	8	2
> O=C(Nc1ccccc1C(=O)N1CCN(Cc2ccccc2)CC1)c1ccccn1
 : -0.51	1.1	8	103	-16	3	1.2	1633	6	-2	1
> CC(C)[C@@H]1NC(=O)N(c2ccc(Oc3ccccc3)cc2)C1=O
 : 2.4	1	-6	99	7	-9	0.9	1630	3	8	2
> CCCCS(=O)(=O)NC1=NCN(CCO)CN1
 : nt	1	4	100	3	8	1	1631	6	6	3
> O=C(CSc1nnc(Cc2cc(=O)[nH]c(=O)[nH]2)n1-c1ccccc1)N1CCCc2ccccc21
 : -0.31	0.9	-2	105	8	1	0.9	1608	12	0	4
> CCOC(=O)NC(=O)C(=CNc1cccc(OC)c1)C(=O)NC(=O)OCC
 : 0.2	1	9	97	7	5	0.9	1633	-1	1	9
> CN(CC(=O)Nc1ccc(F)cc1)CC(=O)Nc1ccc(F)c(F)c1F
 : -1.9	1	-4	108	-16	0	1.2	1679	-1	-1	3
> Cc1cccc(NC(=S)N=Nc2c(O)n(C)c3ccc(S(=O)(=O)N4CCOCC4)cc23)c1
 : 0.038	0.8	-5	105	-4	-2	1	1586	3	-2	-9
> CS(=O)(=O)NCc1ccc(C(=O)O)cc1
 : -0.3	1	2	96	-7	-1	1.1	1461	-1	9	0

Additional records follow.
Sequence of screens: ROMK primary	TNAP act hiacc	PPARg SRC-2 ag	STAT3 activator	bIAP inhibitor	PPARg SRC-3 ag	bIAP activator	SRC2 TRFRET art	PPARg SRC1 recr	STAT3 inh	STAT1 inh
> O=C(Nc1ccncc1)c1ccc(F)cc1
 : -0.16	1	1	93	4	-3	1	1457	-1	8	-5
> COc1nc(N/N=C/c2ccccc2F)nc(N2CCCCC2)n1
 : nt	1	4	90	7	-3	0.9	1512	6	20	2
> CCOC(=O)CNC(=O)c1cccs1
 : nt	1	9	99	6	-3	0.9	1609	-2	6	-4
> O=C(Nc1c(Cl)cccc1Cl)c1ccc(-c2ccccc2)cc1
 : 0.35	1	9	99	5	4	0.9	1633	1	8	-13
> Cc1sc(NC(=O)CN(Cc2ccc(F)cc2)C(=O)C(C)C)c(C(N)=O)c1C
 : nt	1	11	92	0	13	1	1587	4	15	-5
> CCOC(=O)C(C)Oc1cccc2c(=O)n(CC(=O)N3CCCc4ccccc43)ccc12 (centres undefined)
 : nt	1	15	99	1	4	1	1553	-4	10	-2

Not a hit list, and some 3.7% of all compounds hit somewhere here.
